mIAP act: activators of mouse IAP, primary screen, biochemical, luminescence, uHTS; intestinal alkaline phosphatase [Mus musculus]; activation factor at 10 µM; muIAP, CDP-Star luminescence, 30 min; stronger effect = higher value; 1 = vehicle-only enzyme signal, 0 = enzyme-free wells; 330,000 compounds, 0.24% hits;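 active means activation factor of at least 2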; further: the source names both 10 and 20 µM as test concentration; values of inactives mirror those of a sister screen read the other way
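Assay system: mouse IAP enzyme; Reagent: CDP-Star chemiluminescent phosphatase substrate; Compound: DMSO-dissolved test compounds; Incubation: 30 min, room temperature; Technique: luminescence from enzymatic CDP-Star hydrolysis; Controls: DMSO-only wells and no-enzyme negative control.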
beta cell repl: inducers of MIN6 beta-cell proliferation, primary screen, ATP luminescence, uHTS | AID 2380, 2010 | 330,000 compounds, 0.29% hits | proliferation, % at 10 µM | MIN6 cells proliferation, ATPlite luminescence, 48 h; cells starved in 0.2% serum; 100% = growth in 10% serum;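 active means compounds whose signal lies at least 3.5 SD above the mean of all wells on their plate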;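 further: 0% = DMSO-treated cells in low-serum medium and 100% = 10% serum control; some compounds called inactive have numbers as strong as hits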
ATG4B inhibitor: ATG4B protease inhibitors, primary screen, biochemical, fluorescence, uHTS | AID 504462, 2011 | 340,000 compounds, 0.51% hits | ATG4B cleavage of LC3-PLA2, NBD-HPC fluorescence, 1 h | inhibition, % at 8.33 µM | Cysteine protease ATG4B (Homo sapiens), Q9Y4P1; in the data active means inhibition above about 40%
Target sequence (Q9Y4P1 whole entry, looked up): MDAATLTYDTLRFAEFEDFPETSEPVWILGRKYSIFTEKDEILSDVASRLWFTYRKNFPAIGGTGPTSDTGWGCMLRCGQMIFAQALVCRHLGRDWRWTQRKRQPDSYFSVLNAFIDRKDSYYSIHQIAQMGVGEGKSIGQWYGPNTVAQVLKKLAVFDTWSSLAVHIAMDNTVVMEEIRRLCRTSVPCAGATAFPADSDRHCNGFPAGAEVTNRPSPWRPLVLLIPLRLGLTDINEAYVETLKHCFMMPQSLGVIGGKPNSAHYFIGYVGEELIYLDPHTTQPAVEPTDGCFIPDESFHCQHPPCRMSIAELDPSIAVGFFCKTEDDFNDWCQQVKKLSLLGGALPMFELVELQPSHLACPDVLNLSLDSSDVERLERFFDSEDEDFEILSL
MPTP inh: mitochondrial permeability transition pore inhibitors, primary screen, biochemical, isolated mouse mitochondria, absorbance; Ca2+ swelling absorbance, 30 min; inhibition, % at 10 µM; 360,000 compounds, 1.4% hits; AID 602449, 2012;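 active means inhibition of 50% or more, scaled per plate between neutral and stimulator controls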;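 further: 0% = DMSO wells given calcium and 100% = 1 mM EGTA wells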
mIAP inh: inhibitors of mouse IAP, primary screen, biochemical, luminescence, uHTS | purified mouse IAP, CDP-Star luminescence, 30 min | 330,000 compounds, 0.2% hits | AID 2806, 2010 | inhibition, % at 10 µM | intestinal alkaline phosphatase [Mus musculus];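 active means inhibition of at least 40% at 10 µM in the primary screen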;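 further: plate controls were DMSO with enzyme for no effect and no enzyme wells for full effect; values of inactives mirror those of a sister screen read the other way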
APOBEC3A inh: APOBEC3A ssDNA deaminase inhibitors, primary screen, selectivity assay for APOBEC3G inhibitor project, biochemical, FAM/TAMRA oligo cleavage fluorescence; DNA dC->dU-editing enzyme APOBEC-3A (Homo sapiens), P31941; recombinant A3A, FAM/TAMRA ssDNA deamination fluorescence; inhibition, % at 20 µM; 330,000 compounds, 0.41% hits; AID 493011, 2011;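 active means at least 40% inhibition at 20 µM here, with at most 30% in a related deaminase screen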;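 further: plate controls were A3A with DMSO for no effect and wells lacking A3A enzyme for full effect; some results filed as inactive read as strong as hits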
Target sequence (P31941 whole entry, looked up): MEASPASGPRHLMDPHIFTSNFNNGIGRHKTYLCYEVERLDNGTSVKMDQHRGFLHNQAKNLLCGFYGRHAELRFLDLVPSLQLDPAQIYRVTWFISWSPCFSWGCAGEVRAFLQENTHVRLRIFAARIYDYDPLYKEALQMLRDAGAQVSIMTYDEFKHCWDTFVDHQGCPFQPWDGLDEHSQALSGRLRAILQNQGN
hIAP act: human IAP activators, primary screen, biochemical, luminescence, uHTS. AID 2524, 2010. 330,000 compounds, 0.16% hits. Intestinal-type alkaline phosphatase (Homo sapiens), P09923. activation factor at 10 µM. purified human IAP, CDP-Star luminescence, 30 min; stronger effect = higher value; 1 = vehicle-only enzyme, 0 = enzyme-free background;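 active means activation factor of the enzyme at least 2-fold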; further: the source names both 10 and 20 µM as test concentration; values of inactives mirror those of a sister screen read the other way
hIAP inh: human IAP inhibitors, primary screen, biochemical, luminescence, uHTS. AID 2544, 2010. inhibition, % at 10 µM. purified IAP, CDP-Star luminescence, 30 min. Intestinal-type alkaline phosphatase (Homo sapiens), P09923. 330,000 compounds, 0.12% hits;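 active means inhibition reaching a set limit with compound at 10 µM in the primary screen, cut at about 35% in these data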;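 further: plate controls were DMSO wells with enzyme for no effect and no-enzyme buffer wells for full effect; values of inactives mirror those of a sister screen read the other way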
A3G deaminase: APOBEC3G DNA deaminase inhibitors, primary screen, biochemical, fluorescence, single-stranded DNA substrate, uHTS; DNA dC->dU-editing enzyme APOBEC-3G (Homo sapiens), Q9HC16; recombinant A3G, ssDNA deamination FAM/TAMRA fluorescence; inhibition, % at 20 µM; 330,000 compounds, 0.28% hits; AID 493012, 2011;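 active means inhibition of at least 40% at 20 µM, with no more than 30% in the related APOBEC3A deaminase screen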;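 further: plate controls were DMSO wells with A3G for no effect and wells lacking A3G enzyme for full effect; some compounds called inactive have numbers as strong as hits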
Target sequence (Q9HC16 whole entry, looked up): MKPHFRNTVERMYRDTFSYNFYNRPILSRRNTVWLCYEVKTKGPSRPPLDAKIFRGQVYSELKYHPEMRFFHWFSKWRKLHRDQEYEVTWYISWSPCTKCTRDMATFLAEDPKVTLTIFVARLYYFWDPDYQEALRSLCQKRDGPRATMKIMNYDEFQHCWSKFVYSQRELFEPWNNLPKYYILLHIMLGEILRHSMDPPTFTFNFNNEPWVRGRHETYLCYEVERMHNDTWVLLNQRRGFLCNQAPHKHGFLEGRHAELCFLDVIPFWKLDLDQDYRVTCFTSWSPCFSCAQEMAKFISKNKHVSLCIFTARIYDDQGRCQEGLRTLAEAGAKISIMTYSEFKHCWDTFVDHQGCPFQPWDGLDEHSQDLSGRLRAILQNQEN
Starred values were filed as active, the others as inactive; x = not tested or not shown.

Each structure is followed by: mIAP act | beta cell repl | ATG4B inhibitor | MPTP inh | mIAP inh | APOBEC3A inh | hIAP act | hIAP inh | A3G deaminase
- Cc1ccc(NC(=O)c2sccc2-n2cccc2)c(Cl)c1
    0.97 | -2 | 0 | 1.1 | 3 | 2 | 1 | -1 | -2
- O=C(NC(=O)c1ccccc1)OCCN1C(=O)c2ccccc2C1=O
    1.1 | 2 | -3 | 0.2 | -7 | -2 | 0.96 | 4 | -7
- O=C(c1ccccc1)N1CCC(O)(c2ccc3c(c2)OCO3)CC1
    1 | -3 | 0 | -7.9 | -2 | -11 | 0.94 | 6 | -2
- O=[N+]([O-])c1ccc(Nc2ccc(Cl)cc2)nc1
    0.95 | -2 | -5 | 0.2 | 5 | -2 | 1.1 | -8 | -9
- O=C(CSc1ncn(-c2ccccc2)n1)N1CCc2ccccc21
    1 | 0 | -4 | -1.6 | -1 | 4 | 1 | -2 | 1
- CC1(C)COC(Cn2c3ccccc3c3ccccc32)O1 (stereo not given)
    0.98 | -2 | 14 | 0.0 | 2 | -2 | 1 | -3 | -11
- O=C(CSc1nnc(COc2ccc(Cl)cc2)o1)N1CCN(c2ccccc2)CC1
    1 | -3 | 4 | 0.1 | 0 | -1 | 1 | -3 | -8
- Cc1noc(C)c1CSCC(=O)Nc1cc(C(F)(F)F)ccc1N1CCOCC1
    1.1 | 3 | -7 | 0.9 | -10 | 0 | 1 | -2 | -7
- O=C(Oc1cccc2cccnc12)c1cccs1
    1 | -3 | 3 | -2.5 | -5 | 3 | 1.3 | -25 | -2
- NC(=O)c1ccc(C(=O)N/N=C(/Cc2ccccc2)c2ccccc2)cc1
    0.97 | -2 | 7 | 0.8 | 3 | -3 | 1 | -4 | -5
- COc1cccc(-c2nnn(CCC(=O)O)n2)c1
    0.96 | -3 | 8 | 6.2 | 4 | -1 | 0.81 | 19 | -4
- O=C(COC(=O)CCSc1ccc(F)cc1)NCc1ccc(F)cc1
    1.1 | -2 | 1 | 0.7 | -5 | 0 | 1.1 | -7 | -3
- CCCN(C(=S)Nc1ccccc1)C1CCS(=O)(=O)C1 (stereo not given)
    0.97 | 1 | 8 | -2.7 | 2 | -3 | 0.98 | 2 | -1
- O=C(O)c1cc(NCc2ccc(F)cc2)ccc1N1CCOCC1
    0.96 | 0 | 4 | -6.4 | 4 | -1 | 1 | -1 | -4
- CCc1cc2c(NC(Cc3ccccc3)C(=O)O)ncnc2s1 (stereo not given)
    1 | -2 | -9 | 1.6 | -4 | -5 | 1.2 | -16 | -2
- c1cc2nncn2nc1N1CCCC1
    0.96 | -1 | -5 | -0.3 | 4 | 0 | 1 | -2 | -3
- CC(C)NC(=O)Nc1cccc2c1O[C@H](CN(C)S(=O)(=O)c1ccccc1)[C@@H](C)CN([C@H](C)CO)C2=O
    0.98 | -4 | 0 | -0.6 | 2 | -2 | 0.96 | 4 | 3
- COc1ccc(-c2[nH]ncc2CN(C)CCc2c(C)n[nH]c2C)c(F)c1
    1 | 0 | 2 | -1.6 | -4 | 0 | 1.5 | -46 | 1
- Cc1ccc(S(=O)(=O)NNC(=O)CC#N)cc1
    1.1 | 0 | 4 | -0.1 | -7 | 2 | 0.93 | 7 | 13
- COc1ccc(S(=O)(=O)NCc2cc(=O)n(C)c(=O)n2C)cc1C
    0.92 | 5 | -5 | -1.4 | 8 | -5 | 0.97 | 3 | -5

Further compounds follow.
Each structure is followed by: mIAP act | beta cell repl | ATG4B inhibitor | MPTP inh | mIAP inh | APOBEC3A inh | hIAP act | hIAP inh | A3G deaminase
- Nc1ccc2c(c1)CC(=O)c1ccccc1S2
    0.89 | 0 | 6 | -1.9 | 11 | -2 | 0.93 | 7 | 38
- O=C(Nc1ccccn1)C(F)(F)C(F)(F)C(F)(F)C(F)(F)C(=O)Nc1ccccn1
    0.95 | 0 | -3 | 36 | 5 | -2 | 1.1 | -6 | -1
- CCC(=O)N1CCc2cc(S(=O)(=O)CCC(=O)NC(C)CC)ccc21 (stereo not given)
    0.92 | -3 | -19 | 0.3 | 8 | -1 | 0.74 | 26 | -4
- CC(Oc1ccccc1)c1ccnc2nc(/N=C/N(C)C)nn12 (stereo not given)
    0.94 | -4 | -6 | 0.2 | 6 | 1 | 1.1 | -14 | 2
- CC(C)c1ccc(C(=O)NNC(=O)C2CC=CCC2C(=O)O)cc1 (stereo not given)
    0.91 | -4 | -6 | 0.4 | 9 | 3 | 0.93 | 8 | -2
- COc1ccccc1NC(=O)C1CCCN1S(=O)(=O)c1ccc(Cl)cc1 (stereo not given)
    1.1 | -1 | 3 | 1.3 | -11 | -2 | 0.94 | 6 | -6
- Cc1cc(C)n(-c2ccc(C(=O)Nc3ccc(C)c(S(=O)(=O)N4CCOCC4)c3)cc2)n1
    0.92 | 1 | -1 | 13 | 8 | 2 | 1 | -2 | -5
- COc1ccc(Nc2cc(C(=O)NCCCN3CCOCC3)c3ccccc3n2)c(OC)c1
    0.9 | -3 | -17 | 0.3 | 10 | -2 | 0.87 | 13 | -2
- CCOc1ccc(C(=S)N2CCCC2)cc1
    0.99 | 1 | -13 | 1.2 | 0 | -4 | 1.1 | -7 | -1
- CC1(C)Cc2c(c(N3CCOCC3)nc3snc(NC(=O)c4ccccc4)c23)CO1
    0.98 | -3 | -4 | -7.1 | 2 | 9 | 1.1 | -11 | -1
- COCCNC(=O)c1ccc2ccccc2n1
    1 | 0 | -8 | -1.0 | -2 | -1 | 0.96 | 4 | -2
- CCc1ccccc1N(CC(=O)NC(C)(C)C)C(=O)CCC(=O)Nc1ccccn1
    1 | -2 | -1 | 0.5 | 0 | 0 | 0.95 | 5 | 9
- O=C(Nc1cccnc1)c1cc(-c2cc(Cl)ccc2O)n[nH]1
    1 | -4 | -9 | 46 | 0 | -2 | 1.7 | -73 | -9
- Cc1cnc(C(=O)OCC(=O)c2ccc(F)c(F)c2)cn1
    0.86 | 5 | -6 | -0.4 | 14 | -4 | 0.85 | 15 | -11
- COc1ccc2nc(SCc3ccccc3)nc(C)c2c1
    1.1 | -3 | 0 | 3.3 | -10 | 4 | 1 | -4 | -4
- CN1CCN(c2ccc(S(=O)(=O)N3CCCCC3)cc2NC(=O)/C=C/c2ccc(Cl)c([N+](=O)[O-])c2)CC1
    0.82 | -6 | -8 | 3.1 | 18 | 31 | 0.77 | 23 | -9
- O=C(Nc1cccc(C(F)(F)F)c1)c1scc2c1OCCO2
    1.1 | -1 | -4 | 0.1 | -12 | -2 | 1 | -4 | -6
- Cc1ccc(-c2nc3ccccc3o2)cc1NC(=S)NC(=O)c1cccs1
    0.87 | -6 | -8 | -1.9 | 13 | 3 | 0.76 | 24 | -5
- Cc1cc(C)n(-c2nc(SCCN(C)C)c3c4c(sc3n2)COC(C)(C)C4)n1
    1 | -5 | 0 | 1.7 | -1 | -2 | 0.94 | 6 | -5
- COc1ccc(S(=O)(=O)CC(=O)Nc2nnc(C(F)(F)F)s2)cc1
    0.89 | 3 | 1 | -0.7 | 11 | -2 | 1.1 | -7 | -6

(continued)
Each structure is followed by: mIAP act | beta cell repl | ATG4B inhibitor | MPTP inh | mIAP inh | APOBEC3A inh | hIAP act | hIAP inh | A3G deaminase
- Cn1/c(=N/NC(=O)c2cccc(OC(F)F)c2)sc2ccccc21
    0.83 | 0 | -7 | 0.5 | 17 | -1 | 0.89 | 11 | 1
- COc1ccccc1NC(=O)CSc1nnc2ccccn12
    1.1 | 2 | 7 | -1.6 | -12 | -1 | 1.3 | -28 | -7
- COc1ccc2[nH]c3c(c2c1)CCN1C(=O)C(CC(=O)NCCCN(C)C)C[C@H](C(=O)N2CCCCC2)[C@@]31CCc1ccccc1 (stereo not given in full)
    1 | x | -2 | -1.5 | -2 | 2 | x | x | 0
- O=C(COc1ccc(Cl)cc1Cl)NN1C(=O)/C(=C\c2ccc(Cl)cc2)SC1=S
    0.75 | -3 | 8 | 17 | 25 | -4 | 1 | -4 | -4
- Cc1ccc(SCc2nc(-c3ccccc3)no2)cc1
    0.96 | -1 | 9 | 2.4 | 4 | 1 | 1.1 | -11 | 0
- COc1ccc(NC(=O)CN(C)C(=O)c2cn(-c3ccccc3)nc2-c2cccs2)cc1
    1.1 | 0 | -12 | -0.5 | -14 | 0 | 1.1 | -10 | -8
- NC(=O)CS(=O)(=O)c1ccc(Cl)cc1
    0.92 | 2 | 1 | -0.7 | 8 | -2 | 1 | 0 | -5
- CC1CC(C(F)(F)F)n2ncc(C(=O)O)c2N1 (stereo not given)
    1 | 0 | -5 | -1.1 | -4 | -1 | 0.89 | 11 | -6
- CCOC1OC2C(CO)OC(n3cnc4c(N)ncnc43)C2O1 (stereo not given)
    1 | -4 | -14 | -0.9 | 0 | -1 | 1 | 0 | -2
- CCCOc1ccc([C@@H]2C3CN(C(=O)OCC)CC=C3C(C#N)=C(N)C2(C#N)C#N)cc1OC (stereo not given in full)
    0.92 | -1 | 0 | 3.4 | 8 | -3 | 0.97 | 3 | -6
- O=C(OCC(=O)N1CCN(S(=O)(=O)c2ccc(Cl)cc2)CC1)c1cc(Br)ccc1O
    0.93 | 4 | 7 | -1.5 | 8 | 1 | 1 | -2 | 0
- CCOCCCNC(=O)c1cn(C)c2ccc(S(=O)(=O)N3CCCC3)cc2c1=O
    0.95 | -3 | 7 | -0.8 | 5 | -1 | 0.79 | 21 | 1
- COc1ccc(N2CCN(S(=O)(=O)CCNC(=O)C34CC5CC(CC(C5)C3)C4)CC2)cc1
    1 | -2 | -8 | 1.5 | -2 | -4 | 1 | -2 | -3
- O=C(CN1CCN(CN2C(=O)NC3(CCCCCC3)C2=O)CC1)Nc1cccc(F)c1
    0.94 | -4 | -17 | -0.8 | 6 | 0 | 0.96 | 4 | -4
- Cc1cccc(NC(=O)C2CCCN2C(=O)Oc2ccccc2)c1 (stereo not given)
    1.1 | -4 | -31 | -0.3 | -9 | 5 | 0.88 | 12 | -4
- C1=CC(c2cc3ccccc3o2)OC(CCc2ccccc2)C1 (stereo not given)
    0.98 | -8 | 3 | -0.1 | 2 | -3 | 0.76 | 24 | -5
- COc1ccc(OC)c(NC(=S)NN2CCN(C)CC2)c1
    1 | 1 | -7 | -2.2 | -4 | -2 | 0.93 | 8 | -6
- O=C(COc1ccccc1)Nc1cccc(-c2nnc(-c3ccccc3)o2)c1
    0.92 | -2 | -11 | -2.1 | 8 | -3 | 0.84 | 16 | -7

High-throughput results deposited in PubChem by Sanford-Burnham Center for Chemical Genomics.

Compounds as they come; overall some 3.3% were active at least once.
